mcGAS RapidFire = blocks mouse cGAS cGAMP production; inhibition, % at 12.5 µM; hit rate 0.18% among 130,000; recombinant mouse cGAS, cGAMP by RapidFire MS; Q8C6L5;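 active = inhibition of cGAS enzyme activity at or above 60%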;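 note: enzyme stimulated by 45 bp dsDNA with ATP and GTP substrates; cGAMP share of summed cGAMP plus half ATP and half GTP signals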
Target sequence (Q8C6L5 whole entry, looked up): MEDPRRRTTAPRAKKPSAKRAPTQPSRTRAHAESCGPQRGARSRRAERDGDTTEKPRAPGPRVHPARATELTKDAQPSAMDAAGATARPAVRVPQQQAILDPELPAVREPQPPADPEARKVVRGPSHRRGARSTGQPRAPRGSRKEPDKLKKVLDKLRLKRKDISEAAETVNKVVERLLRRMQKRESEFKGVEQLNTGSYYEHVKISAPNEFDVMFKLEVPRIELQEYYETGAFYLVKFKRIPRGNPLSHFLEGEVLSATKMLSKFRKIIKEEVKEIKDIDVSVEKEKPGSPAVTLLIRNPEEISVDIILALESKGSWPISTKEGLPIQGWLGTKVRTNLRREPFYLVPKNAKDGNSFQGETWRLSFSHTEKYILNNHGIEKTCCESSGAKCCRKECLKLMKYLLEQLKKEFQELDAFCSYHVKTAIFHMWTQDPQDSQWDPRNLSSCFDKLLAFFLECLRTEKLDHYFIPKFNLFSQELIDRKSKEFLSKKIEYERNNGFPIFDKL
Active calls of the source: *; & = joins results of further samples; ! = not active in a repeat. Only part of the results is shown (hit frequency here may not be typical).

CN(C)CCCSc1ccccc1NC(=O)/C=C/c1ccccc1
  mcGAS RapidFire: -2
Cc1nc(N2CCN(c3ccccn3)CC2)nc2c1C(=O)CC(c1ccccc1)C2 (stereo not given)
  mcGAS RapidFire: -4
COc1cc(N)c(Cl)cc1C(=O)N[C@@H]1CCN(CCCOc2ccc(F)cc2)C[C@@H]1OC
  mcGAS RapidFire: 7
C[C@@H]1C[C@H]2[C@@H]3CCC4=CC(=O)C=C[C@]4(C)[C@@]3(Cl)[C@@H](O)C[C@]2(C)[C@@]1(OC(=O)c1ccco1)C(=O)CCl
  mcGAS RapidFire: -2
C#C[C@]1(O)CCC2C3CCC4=CC(=O)CC[C@@H]4C3CCC21CC (stereo not given in full)
  mcGAS RapidFire: 2
CCCCC(=O)O[C@]1(C(=O)CO)[C@@H](C)CC2C3CCC4=CC(=O)C=C[C@]4(C)[C@@]3(F)C(O)C[C@@]21C (stereo not given in full)
  mcGAS RapidFire: -1
C=Cc1ccccc1
  mcGAS RapidFire: 13
O=C(O)C1Cc2ccccc2CN1 (stereo not given)
  mcGAS RapidFire: -1
COc1cc(N)c(Cl)cc1C(=O)N[C@H]1CCN(CCCOc2ccc(F)cc2)C[C@H]1OC
  mcGAS RapidFire: 19
CC(C)CCCC(C)NCCC(C)C (stereo not given)
  mcGAS RapidFire: 9

CCCCOc1cc(C(=O)OCCN(CC)CC)ccc1N
  mcGAS RapidFire: -5
CC1(C)O[C@@H]2C[C@H]3[C@@H]4C[C@H](F)C5=CC(=O)C=C[C@]5(C)[C@@]4(F)[C@@H](O)C[C@]3(C)[C@]2(C(=O)CO)O1
  mcGAS RapidFire: -7
COC(=O)C1=C(C)NC(C)=C(C(=O)OCCN2CCN(C(c3ccccc3)c3ccccc3)CC2)C1c1cccc([N+](=O)[O-])c1 (stereo not given)
  mcGAS RapidFire: 7
CC(C)(C)NCC(O)COc1cccc2c1C[C@H](O)[C@H](O)C2 (stereo not given in full)
  mcGAS RapidFire: -14&-6
CC[C@]12CCCN3CCc4c(n(c5ccccc45)[C@](O)(C(=O)OC)C1)[C@@H]32
  mcGAS RapidFire: -8&2
CCn1cc(C(=O)O)c(=O)c2cc(F)c(N3CCNC(C)C3)c(F)c21 (stereo not given)
  mcGAS RapidFire: -3&-3
C#C[C@]1(OC(C)=O)CCC2C3CCC4=C/C(=N\O)CCC4C3CC[C@@]21CC (stereo not given in full)
  mcGAS RapidFire: -5
O=C1c2c(O)ccc(O)c2C(=O)c2c(NCCNCCO)ccc(NCCNCCO)c21
  mcGAS RapidFire: 83*!
CCCCN(CCCC)CCCOC(=O)c1ccc(N)cc1
  mcGAS RapidFire: -11
CC(=O)N[C@@H](Cc1ccccc1)C(=O)O
  mcGAS RapidFire: -5

CC12CCC3C(=CCc4cc(O)ccc43)C1CCC2=O (stereo not given)
  mcGAS RapidFire: -9
Cc1cc(Cn2cnc3c2C[C@@H](C(=O)O)N(C(=O)C(c2ccccc2)c2ccccc2)C3)ccc1N(C)C
  mcGAS RapidFire: -12
C=C[C@H]1CN2CC[C@H]1C[C@@H]2[C@H](O)c1ccnc2ccc(OC)cc12
  mcGAS RapidFire: -2&-2
COc1ccc(C(=O)c2ccccc2)c(O)c1
  mcGAS RapidFire: -14
COC(=O)N/N=C\c1c[n+]([O-])c2ccccc2[n+]1[O-]
  mcGAS RapidFire: -13
Cc1ccccc1OCC(O)CO (stereo not given)
  mcGAS RapidFire: -12
CN(C)CC/C=C1/c2ccccc2COc2ccc(CC(=O)O)cc21
  mcGAS RapidFire: -10
N=c1nc(N2CCCCC2)cc(N)n1O
  mcGAS RapidFire: -10&-1&5
CCN(CC)CC1CCCCN1CC(=O)N1c2ccccc2C(=O)Nc2cccnc21 (stereo not given)
  mcGAS RapidFire: -11
CCCOc1ccc2nc(NC(=O)OC)[nH]c2c1
  mcGAS RapidFire: -5

Sorted by length of the SMILES (lowest first): part of the list above
Cc1ccccc1OCC(O)CO (stereo not given)
  mcGAS RapidFire: -12
N=c1nc(N2CCCCC2)cc(N)n1O
  mcGAS RapidFire: -10&-1&5
COc1ccc(C(=O)c2ccccc2)c(O)c1
  mcGAS RapidFire: -14
CC(=O)N[C@@H](Cc1ccccc1)C(=O)O
  mcGAS RapidFire: -5
CCCCN(CCCC)CCCOC(=O)c1ccc(N)cc1
  mcGAS RapidFire: -11
CC12CCC3C(=CCc4cc(O)ccc43)C1CCC2=O (stereo not given)
  mcGAS RapidFire: -9
CN(C)CC/C=C1/c2ccccc2COc2ccc(CC(=O)O)cc21
  mcGAS RapidFire: -10
COC(=O)N/N=C\c1c[n+]([O-])c2ccccc2[n+]1[O-]
  mcGAS RapidFire: -13
CC(C)(C)NCC(O)COc1cccc2c1C[C@H](O)[C@H](O)C2 (stereo not given in full)
  mcGAS RapidFire: -14&-6
CCn1cc(C(=O)O)c(=O)c2cc(F)c(N3CCNC(C)C3)c(F)c21 (stereo not given)
  mcGAS RapidFire: -3&-3
O=C1c2c(O)ccc(O)c2C(=O)c2c(NCCNCCO)ccc(NCCNCCO)c21
  mcGAS RapidFire: 83*!
C#C[C@]1(OC(C)=O)CCC2C3CCC4=C/C(=N\O)CCC4C3CC[C@@]21CC (stereo not given in full)
  mcGAS RapidFire: -5

CC[C@]12CCCN3CCc4c(n(c5ccccc45)[C@](O)(C(=O)OC)C1)[C@@H]32
  mcGAS RapidFire: -8&2
Cc1cc(Cn2cnc3c2C[C@@H](C(=O)O)N(C(=O)C(c2ccccc2)c2ccccc2)C3)ccc1N(C)C
  mcGAS RapidFire: -12
COC(=O)C1=C(C)NC(C)=C(C(=O)OCCN2CCN(C(c3ccccc3)c3ccccc3)CC2)C1c1cccc([N+](=O)[O-])c1 (stereo not given)
  mcGAS RapidFire: 7
CC1(C)O[C@@H]2C[C@H]3[C@@H]4C[C@H](F)C5=CC(=O)C=C[C@]5(C)[C@@]4(F)[C@@H](O)C[C@]3(C)[C@]2(C(=O)CO)O1
  mcGAS RapidFire: -7

Going on with the list:
Cc1scc2c1N(C(=O)CN1CCN(C)CC1)c1ccccc1NC2=O
  mcGAS RapidFire: -14&1
CCCOc1ccc(C(=O)OCCN(CC)CC)cc1N
  mcGAS RapidFire: -6&2
O=C(O)Cc1cn(-c2ccccc2)nc1-c1ccc(Cl)cc1
  mcGAS RapidFire: 8
CN[C@@H]1[C@H](O)[C@H](NC)[C@H]2O[C@@]3(O)C(=O)C[C@@H](C)O[C@H]3O[C@@H]2[C@H]1O
  mcGAS RapidFire: -15&-2&1
COc1cc(NC(=O)c2cc(F)cc(F)c2)cc(OC)c1OC
  mcGAS RapidFire: -1
COc1ccc(-c2oc3c(CC=C(C)C)c(O[C@@H]4O[C@H](CO)[C@@H](O)[C@H](O)[C@H]4O)cc(O)c3c(=O)c2O[C@@H]2O[C@@H](C)[C@H](O)[C@@H](O)[C@H]2O)cc1
  mcGAS RapidFire: -6&0
CCCCOCCOC(=O)c1cccnc1
  mcGAS RapidFire: 6
CCN(CC)CCOc1ccc(Cc2ccccc2)cc1
  mcGAS RapidFire: -10
CC(Cc1cccc(C(F)(F)F)c1)NCCOC(=O)c1ccccc1 (stereo not given)
  mcGAS RapidFire: -6&-3&1
CS(=O)(=O)c1ccc(-c2cn3ccccc3n2)cc1
  mcGAS RapidFire: 4

Cc1nnc(-c2ccc3occ(-c4ccc(S(C)=O)cc4)c3c2)o1 (stereo not given)
  mcGAS RapidFire: -24
O=C(O)c1cc(=O)c2ccccc2o1
  mcGAS RapidFire: 3&28
COc1ccc(-c2cc(C(F)F)nn2-c2ccc(S(N)(=O)=O)cc2)cc1F
  mcGAS RapidFire: -9
CCN(CCCCOC(=O)c1ccc(OC)c(OC)c1)C(C)Cc1ccc(OC)cc1 (stereo not given)
  mcGAS RapidFire: -8&-1
CC(C)NNC(=O)c1ccncc1
  mcGAS RapidFire: -1&-1
CN(C)c1ccc2nc3ccc(=[N+](C)C)cc-3sc2c1
  mcGAS RapidFire: -7
C[C@@H]1O[C@@H](O[C@H]2[C@H](Oc3cc(O)c4c(=O)cc(-c5ccc(O)cc5)oc4c3)O[C@H](CO)[C@@H](O)[C@@H]2O)[C@H](O)[C@H](O)[C@H]1O
  mcGAS RapidFire: -7
O=C(CCN1CCN(CCO)CC1)N1c2ccccc2Sc2ccc(C(F)(F)F)cc21
  mcGAS RapidFire: 15
CCc1cccc(CC)c1NC(=O)CN(CC(=O)O)CC(=O)O
  mcGAS RapidFire: 6
Nc1c2ccccc2nc2ccccc12
  mcGAS RapidFire: 78*!

High-throughput results deposited in PubChem BioAssay by Fisher Drug Discovery Resource Center.
